# Screens: PubChem BioAssay, Sanford-Burnham Center for Chemical Genomics
# TAG inh: inhibitors of triacylglycerol accumulation, primary screen, cell-based, uHTS, fluorescence, H9c2; inhibition, % at 12.5 µM; 230,000 compounds, 0.66% hits; AID 651582, 2012; H9c2 cells, Nile Red lipid (TAG) fluorescence; cells loaded with 200 µM oleic acid;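 active = pattern-corrected inhibition of lipid staining of at least 50% with the nuclear-stain viability signal not falling by more than 50%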;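 also: 0% = DMSO wells and 100% = triacsin C control wells; some results filed as inactive read as strong as hits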
# TAG inh DAPI viability: also measured in TAG inh; calls as there; DAPI nuclei signal change (viability), lower = more cytotoxic, %;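 whole-well DAPI fluorescence read on a plate reader as a viability signal; minus 50 percent equals half of cells still viable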
# Active calls of the source: *; i = inactive.
compound	TAG inh	TAG inh DAPI viability
CCOC(=O)C1(Cc2cccc(Cl)c2)CCCN(C(=O)c2cc(C)[nH]n2)C1 (configuration not stated)	7	-20
CC1CN(CCOCCOc2ccccc2-c2ccccc2)CC(C)O1 (configuration not stated)	-6	-1
CC(C)NC(=O)Nc1ccc2c(c1)C(=O)N([C@@H](C)CO)C[C@H](C)[C@H](CN(C)S(=O)(=O)c1ccccc1)OCCCC[C@H](C)O2	-6	-1
Cc1ccc(C(c2sc3nc(C)nn3c2O)N2CCN(CCO)CC2)cc1 (configuration not stated)	4	-12
O=C(CCC(=O)c1cccs1)c1cccs1	-3	0
CCN1C(=O)/C(=C/C=C2\N(CC)c3cc(S(=O)(=O)N(C)C)ccc3N2c2ccccc2)SC1=S	-26	-9
Cc1ccc(CN(C)C(=O)c2cccc(S(=O)(=O)N3CCc4ccccc4C3)c2)o1	-17	9
Cc1cc(C(=O)COC(=O)/C=C/c2ccc(F)cc2)c(C)n1C	-8	0
CC(C)c1nc(SCC(=O)N2CCCCCC2)c2c(=O)n(C)c(=O)n(C)c2n1	7	5
COc1cc(C(=O)Oc2cccc(C(=S)N3CCOCC3)c2)cc(OC)c1OC	1	-11
CCOc1ccccc1N1CCN(C(=O)C(Sc2ccccc2)c2ccccc2)CC1 (configuration not stated)	-14	8
CN(C)c1nc(-c2ccccc2)ncc1S(=O)(=O)c1ccccc1	-6	0
CCOC(=O)C1CSc2[nH]c(=O)sc2C1c1ccccc1 (configuration not stated)	-4	12
COc1ccc(C(=O)Nc2nc(CC(=O)NCCc3ccccc3OC)cs2)cc1	-4	-5
COc1ccc(C)cc1-n1cnc2sc(C)c(C)c2c1=O	-10	12
N#C/C(=C\c1cccs1)C(=O)Nc1ccccn1	-9	7
COc1ccc(C2CC(=O)Nc3cc(C)c(C)cc32)c(OC)c1OC (configuration not stated)	15	-10
CC(C)NC(=O)COC(=O)c1ccc(NS(=O)(=O)c2ccc3c(c2)OCCO3)cc1	2	0
Cc1cc(C)cc(NS(=O)(=O)c2coc(C(N)=O)c2)c1	7	-13
CC(C)n1ncc2c(C(=O)N3CCN(Cc4ccc(Br)s4)CC3)cc(C3CC3)nc21	18	-14
Cc1ccc(N(CC(=O)Nc2ccccc2C(=O)NCc2ccco2)S(=O)(=O)c2ccccc2)cc1C	3	3
Cn1c(=O)c2cn(-c3ccc4c(c3)OCCO4)cc2n(C)c1=O	-5	-1
CC1(c2ccc(Cl)cc2)NC(=O)CS1 (configuration not stated)	-13	3
O=C(NC(=S)Nc1ccccc1F)C1CCCCC1	-7	3
CO/N=C/C1CCN(c2ncc(C(F)(F)F)cc2Cl)C1=O (configuration not stated)	15	-3
CCn1c(CC(=O)Nc2ccccc2F)nnc1SCC(=O)N1CCN(c2ccccc2)CC1	4	-2
O=C(CSc1ncccn1)Nc1ccc2[nH]c(=O)[nH]c2c1	0	8
O=Cc1c(NCCCN2CCCC2=O)c2ccccc2[nH]c1=O	2	-8
C#CCOCCOCCOCCNc1nc(N2CCN(C(=O)CCCCCCCCCCNC(=O)[C@H](CCCCN)n3cc(CCCC(=O)O)nn3)CC2)nc(N2CCN(C(=O)CCCCCCCCCCNC(=O)[C@@H]([C@H](C)O)n3cc(C)nn3)CC2)n1	-11	-2
CC(C)(OC(=O)c1ccc(F)cc1)c1cc2ccccc2c(=O)o1	-2	i
Cc1nnc2sc(-c3ccc(NC(=O)c4ccc(-c5ccc(Cl)cc5Cl)o4)cc3)nn12	37	27
CC(=O)Nc1ccc(C2(c3ccc(NC(C)=O)cc3)C(=O)Nc3ccccc32)cc1	-1	4
O=C(Nc1ccc(Cl)cc1)NN1CCCCCC1	0	0
O=C(NCCN1CCN(c2ccccc2)CC1)C1CCN(S(=O)(=O)c2cccc3nsnc23)CC1	1	-4
O=C(Nc1cccnc1)OC1CCCC1	1	11
O=S(=O)(c1ccc(F)cc1)N1CCN(Cc2ccccc2C(F)(F)F)CC1	-13	4
CN(C)C(CNS(=O)(=O)c1ccc(F)cc1)c1cccnc1 (configuration not stated)	-3	-3
CCCC(=O)c1c[nH]c(C(=O)N2CCOCC2)c1	1	1
CC(NCc1ccccc1)C1COc2ccccc2O1 (configuration not stated)	3	10
C=CCNC(=O)c1onc(CSc2ccc(F)cc2)c1C(=O)NCC=C	12	-3
O=C(Nc1cccc(F)c1)c1c(O)c2ccccc2[nH]c1=O	-9	1
Cc1cccc(-n2c(C)cc(/C=C3\NC(=O)NC3=O)c2C)c1	4	-4
Cn1nnc2c(NCc3ccco3)nccc21	-26	7
O=C(O)c1ccc(CNC(=O)C2CCN(S(=O)(=O)c3ccc4c(c3)OCCO4)CC2)cc1	5	-7
C=CC(=O)N(CCC)C(c1ccccc1)c1ccccc1OC (configuration not stated)	27	58
COc1ccc2[nH]c(C(=O)Nc3ccc(F)cc3Br)cc2c1	4	-2
COc1cccc(CNC(=O)c2cc(S(=O)(=O)N3CCCCC3)c[nH]2)c1	5	-10
CC(C)C1C(=O)N(Cc2cn(Cc3ccco3)nn2)CCS(=O)(=O)N1Cc1ccc(-c2ccncc2)cc1 (configuration not stated)	12	-5

# One compound at a time, as listed above. Values in the order: TAG inh, TAG inh DAPI viability
# `CN(C)C(CNS(=O)(=O)c1ccc(F)cc1)c1cccnc1` (configuration not stated) is listed with -3, -3
# `COc1cccc(CNC(=O)c2cc(S(=O)(=O)N3CCCCC3)c[nH]2)c1` is listed with 5, -10
# `O=C(Nc1cccc(F)c1)c1c(O)c2ccccc2[nH]c1=O` is listed with -9, 1

# For reference, part of the list above.
compound	TAG inh	TAG inh DAPI viability
CN(C)C(CNS(=O)(=O)c1ccc(F)cc1)c1cccnc1 (configuration not stated)	-3	-3
CCCC(=O)c1c[nH]c(C(=O)N2CCOCC2)c1	1	1

# Next part
compound	TAG inh	TAG inh DAPI viability
O=C(CCN1C(=O)COc2ccccc21)N1CCN(c2ccccc2)CC1	-2	-5
CCc1ccc(OCC(=O)Nc2ccc(N3CCN(S(C)(=O)=O)CC3)cc2)cc1	-11	5
COc1ccccc1NC(=O)c1ccc(CN2CCOCC2)cc1	-5	17
CN(C)C(CNC(=O)c1cc2ccccc2o1)c1ccccc1 (configuration not stated)	-5	4
COC(=O)c1ccc([C@@H](O)[C@H](C)C(=O)CC(=O)OC(C)(C)C)cc1	16	-2
O=C(Nc1cc([N+](=O)[O-])ccc1F)C1CCN(S(=O)(=O)c2cccs2)CC1	9	3
Cc1cc(-c2nn(-c3ccccc3F)cc2CN2CCC(O)CC2)c(C)s1	9	12
COc1ccc(C(=O)N2CCN(C(C)=O)CC2)cc1S(=O)(=O)N1CCOCC1	-7	9
COc1ccc(CCn2c(-c3cccc([N+](=O)[O-])c3)nc3nc4ccccc4nc32)cc1	-5	7
COc1ccc(Nc2cc(C)nc3ccc(C)cc23)cc1	5	2
O=C(Oc1cccc2ccccc12)c1ccco1	0	-2
O=C(C1CCCN(S(=O)(=O)c2ccccc2)C1)N1CCN(c2ncccn2)CC1 (configuration not stated)	-10	7

# The list goes on.
# Every second line gives: TAG inh	TAG inh DAPI viability
O=C(c1ccccn1)N1CCN(c2ccc(C(F)(F)F)cn2)CC1
    4	6
O=C(NCc1ccccn1)c1ccc2c(=O)n(CCc3ccccc3)c(=O)[nH]c2c1
    13	-7
O=C1CSC(c2ccccn2)N1c1cccc(Cl)c1 (configuration not stated)
    -19	9
CCc1ccc(NC(=O)CSc2nc3ccccc3c(=O)n2CCCC(=O)NCCCN2CCOCC2)cc1
    19	0
CC(C)C(NC(=O)CN(c1ccc2c(c1)OCCO2)S(=O)(=O)c1ccccc1)C(C)C
    0	-6
CCN(CCO)C1CC(=O)N(c2ccccc2C)C1=O (configuration not stated)
    -8	-3
COc1cccc(-c2cc(C(=O)N/N=C/c3cccc(OC)c3OC)c3ccccc3n2)c1
    5	-4
Cc1cc([N+](=O)[O-])nn1CC(=O)N1CCc2ccccc2C1
    -10	3
COc1cccc(-c2nc3n(n2)C(c2ccccc2Cl)C(C(N)=O)=C(C)N3)c1 (configuration not stated)
    21	-11
COc1nnc(-c2ccc(N3CCCCC3)c(N)c2)c2ccccc12
    -29	-6
CS(=O)(=O)N(CC(=O)Nc1ccc(Br)cc1F)C1CCCCC1
    -10	6
CCCCn1c(N)c(N(CCC(C)C)C(=O)Cc2ccc(S(=O)(=O)N3CCOCC3)s2)c(=O)[nH]c1=O
    -3	0
O=C(NCCCN1CCCC1)c1cc(Sc2ccc(F)cc2)nc2ccccc12
    10	15
CCCOC(=O)C1=C(C)NC2=C(C(=O)C(C(=O)OC)C(C)C2)C1c1ccc(N(C)C)cc1 (configuration not stated)
    30	-11
CCN(CC(=O)Nc1c(F)cccc1F)C(=O)CCCc1nc2ccccc2c(=O)[nH]1
    13	0
CCN(CC)CCNC(=O)CNC(=S)N(CCCN1CCOCC1)Cc1cccs1
    19	1
Cc1ccc(S(=O)(=O)N(Cc2ccccc2F)C(=O)N2CCN(C)CC2)cc1
    5	-1
Cc1nn(Cc2ccc(Cl)cc2)c2sc(C(=O)OCC(N)=O)cc12
    -10	16
Cc1ccc(-c2nc3ncccn3c2NC2CCCC2)o1
    -14	3
O=C(COC(=O)C12CC3CC(CC(Br)(C3)C1)C2)Nc1ccc2[nH]c(=O)[nH]c2c1
    -20	-10
O=C(COC(=O)c1ccc(O)cc1O)NNC(=O)c1cccs1
    -14	-5
CCN(C(=O)c1ccc(NC(=O)C2CCCCC2C(=O)O)cc1)c1ccccc1 (configuration not stated)
    6	-8
CC(Sc1nc(N)cc(=O)[nH]1)C(=O)NNC(=O)c1cccc(Cl)c1 (configuration not stated)
    1	-3
COc1ccccc1-n1c(=O)c2c3c(sc2n2c(SC)nnc12)CCC3
    8	-12
Cc1csc(NC(=O)Cn2nc(C)c([N+](=O)[O-])c2C)n1
    -6	10
C[C@H](CO)N1C[C@H](C)[C@@H](CN(C)C(=O)C2CC2)OCc2cnnn2CCCC1=O
    9	-7
CCC(C(=O)NCCC1=CCCCC1)c1ccccc1 (configuration not stated)
    -12	0
COc1ccccc1NC(=O)CN(c1ccccc1OC)S(=O)(=O)c1ccccc1
    -4	8
C/C(=N\NC(=S)NC(C)C)c1ccccc1
    5	4
CC(C)c1nc2sc3ccccc3c(=O)c2c(=O)n1Cc1ccccc1
    -9	-3
CC1=NN(c2ccccc2)C(=O)C1C(=O)c1ccc(Cl)cc1 (configuration not stated)
    16	0
NC(=O)c1nn(CC(=O)Nc2ccc3c(c2)OCO3)cc1[N+](=O)[O-]
    -13	3
O=c1ccn(CCCBr)c(=O)[nH]1
    9	-6
CCc1nnc(NC(=O)C2Cc3ccccc3CN2S(=O)(=O)c2cccs2)s1 (configuration not stated)
    3	10
O=c1cc(-c2ccco2)oc2ccc(Cl)cc12
    3	10
N#Cc1cc(C(=O)Cc2ccccc2)c[nH]1
    4	-3
C=CCNC(=O)c1ccc2nc(-c3ccccc3)c(-c3ccccc3)nc2c1
    -17	19
O=C(NCC1OCCCN1S(=O)(=O)c1ccc(F)cc1)C(=O)NC1CCCC1 (configuration not stated)
    -4	-1
COc1cc2c(cc1OC)C(C)N(C(=O)c1cc3c(C)cc(C)cc3[nH]1)CC2 (configuration not stated)
    54*	-8.4*
Cn1c(=O)cc(OCCCC(=O)NCc2ccc3c(c2)OCO3)c2ccccc21
    10	4
C[C@@H]1CN([C@@H](C)CO)C(=O)c2cccc(NC(=O)c3nc4ccccc4s3)c2O[C@@H]1CN(C)CC1CC1
    41	2
CCCS(=O)(=O)c1c(S(=O)(=O)CCC)c2ccc(C(N)=O)cn2c1C(=O)c1ccc(F)cc1
    4	-7
Cc1noc(C)c1C(=O)Nc1ccc(F)cc1F
    -4	6
C=CCn1c(SCC(=O)NC(=O)NC2CCCC2)nnc1C1CCCCC1
    -10	1
NC(=O)COC(=O)c1ccc(Cl)c(S(=O)(=O)N2CCCCCC2)c1
    33	-12
O=C(NCc1nc2ccccc2[nH]1)C1=C[C@H](C2CCCCC2)C[C@H](OCc2ccc(CO)cc2)O1
    -43	8
OC[C@H]1OC(O)[C@@H](O)[C@@H](O)[C@@H]1O (some centres not stated)
    -4	-4
FC(F)(F)c1ccc(Oc2ccc3ccccc3c2Br)nc1
    -3	-3
O=C(NNC(=O)c1ccncc1)Nc1ccc(Cl)cc1
    5	-1
O=C(COC(=O)CNC(=O)c1ccccc1F)Nc1ccc2c(c1)OCO2
    -2	9
CCCCOc1ccc(C(=O)NCC(=O)N2CCN(C(=O)c3ccco3)CC2)cc1
    -16	-1
COCCn1c(CN2CCC(Cc3ccccc3)CC2)nc2c1c(=O)n(C)c(=O)n2C
    -35	2
CC1CN(C(=O)COC(=O)/C=C/c2ccc(C(F)(F)F)cc2)CC(C)O1 (configuration not stated)
    11	-5
O=C(Nc1nnc(C2=COCCO2)o1)c1cccc(F)c1
    10	-1
CCOc1ccc(S(=O)(=O)N2CCC(C(=O)NCc3ccccc3CN3CCCC3)CC2)cc1
    13	0
O=C(N/N=C/c1ccco1)c1cc(-c2ccc(Cl)s2)[nH]n1
    -6	1
Cc1cccc(OCc2nc(C#N)c(NCc3ccc4c(c3)OCO4)o2)c1
    -10	21
Cc1ccc(C)c(NC(=S)NCc2ccc3[nH]c4c(c3c2)CCCC4)c1
    -5	5
CCOC(=O)N1CCN(c2nc(C)c3c(n2)CCCC3=O)CC1
    10	15

# Retrieved by compound from the list above (four):
# Every second line gives: TAG inh	TAG inh DAPI viability
Cc1ccc(C)c(NC(=S)NCc2ccc3[nH]c4c(c3c2)CCCC4)c1
    -5	5
O=C(NNC(=O)c1ccncc1)Nc1ccc(Cl)cc1
    5	-1
C=CCn1c(SCC(=O)NC(=O)NC2CCCC2)nnc1C1CCCCC1
    -10	1
CCOC(=O)N1CCN(c2nc(C)c3c(n2)CCCC3=O)CC1
    10	15

# This is a subset; the hit share may differ from the screen's.
